Source: PubChem
RGS12 GoLoco inh: qHTS Assay for Inhibitors of RGS12 GoLoco Motif Activity (Red Fluorophore). Guanine nucleotide-binding protein G(i) subunit alpha-1 (Homo sapiens), P63096. Gai1:RGS12 GoLoco peptide FP, rhodamine, 10 min. Potency, µM (highest dose often 61.6 µM), for the others: at the highest dose activity, negative = inhibition, actives largely listed as inhibitors. 0.44% of 230,000 active. AID 880, 2007; active means well fitted inhibition curve with a large enough effect, not every such curve was filed as active; inactive means no such curve, though single readings can be large or run the other way; further: on the % scale 0 is the no-effect control and ±100 the full control effect; nearly all actives have a fitted effect of over 30% in size; many of its hits are not listed in these tables
Target sequence (P63096 whole entry, looked up): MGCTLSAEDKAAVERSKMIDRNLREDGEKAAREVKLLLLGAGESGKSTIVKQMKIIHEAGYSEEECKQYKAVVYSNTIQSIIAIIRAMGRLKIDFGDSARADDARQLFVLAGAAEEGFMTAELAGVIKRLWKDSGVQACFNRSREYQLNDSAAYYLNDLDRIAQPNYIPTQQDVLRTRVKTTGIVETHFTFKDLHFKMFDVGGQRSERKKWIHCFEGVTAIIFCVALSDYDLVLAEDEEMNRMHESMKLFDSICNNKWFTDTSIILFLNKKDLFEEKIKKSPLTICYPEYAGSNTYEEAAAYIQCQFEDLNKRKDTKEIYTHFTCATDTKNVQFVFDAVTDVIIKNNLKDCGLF
HTT ATP protect: qHTS Multiplex Assay to Identify Dual Action Probes in a Cell Model of Huntington: Cytoprotection (ATP); PC12 HTT-Q103 induced, cytoprotection, ATP luminescence, 40 h; 0.14% of 230,000 active; Potency, µM (highest dose often 56.4 µM), for the others: cytoprotection (ATP increase), hits mostly activators; AID 1471, 2008;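 further: % of control where 0% means no effect; nearly all actives have a fitted effect of over 45% in size; toxic huntingtin expression switched on by the ecdysone agonist tebufenozide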
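Stable PC12 Q103-GFP cells in serum-supplemented, phenol red-free DMEM; induction by tebufenozide at 100 nM final; compound dose series; cell viability quantified luminescently from ATP.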
HTT aggregate: qHTS Multiplex Assay to Identify Dual Action Probes in a Cell Model of Huntington: Aggregate Formation (GFP); PC12 HttQ103-GFP aggregates, Acumen cytometry, 40 h; Potency, µM (top dose mostly 46.1 µM), inactives show at the top dose activity change, negative = inhibition, actives largely listed as inhibitors; 1.1% of 220,000 active; further: on the % scale 0 is the no-effect control and ±100 the full control effect; nearly all actives have a fitted effect of over 60% in size
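Ecdysone-promoter PC12 model expressing HTT exon 1 Q103 fused to GFP, induced by tebufenozide at 100 nM final. Compounds titrated; aggregates sized 1–25 µm scored on a 488 nm laser cytometer.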
IMPase Li cell: qHTS Assay for Identifying the Cell-Membrane Permeable IMPase Inhibitors: Potentiation with Lithium; CHO-M1 cells, IP1 TR-FRET (IP-One), carbachol + lithium; Potency, µM (top dose mostly 59.4 µM), for inactives: at the top dose activity, negative = IMPase inhibition, most hits filed as inhibitors; 0.35% of 210,000 active; AID 1457, 2008;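 further: IP1 builds up when IMPase is blocked and the TR-FRET signal falls; plate controls were basal vehicle for no effect and high inhibitor control for full effect; nearly all actives have a fitted effect of over 50% in size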
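IP1 accumulation measured by competitive TR-FRET in lysed CHO-M1 cells after 30 min compound exposure at 37C, with a small lithium addition to potentiate weak responses. Hill-equation AC50 from ratio and donor-channel data.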
GAA inh: qHTS Assay for Inhibitors of Human alpha-Glucosidase as a Potential Chaperone Treatment of Pompe Disease. AID 1466, 2008. Lysosomal alpha-glucosidase (Homo sapiens), P10253. purified human GAA, 4-MU-alpha-glucoside fluorescence. 0.005% of 200,000 active. Potency, µM (titrated, usually from 76.9 µM), for the others: at the highest dose activity change, negative = inhibition, usual class: inhibitors;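 further: plate controls were uninhibited enzyme wells for no effect and no-enzyme background for full effect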
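Fluorogenic assay: 4 nM human alpha-glucosidase with 400 uM 4-methylumbelliferyl-alpha-D-pyranoside in 50 mM citrate/phosphate, 0.005% Tween-20, pH 5.0, 20 min at room temperature. Compounds tested up to 77 uM; AC50 from Hill fits.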
GAA glycogen: qHTS Assay for Inhibitors and Activators of Human alpha-Glucosidase Cleavage of Glycogen. AID 2100, 2009. recombinant GAA, glycogen substrate, Amplex Red glucose oxidase fluorescence. Lysosomal alpha-glucosidase (Homo sapiens), P10253. 0.38% of 300,000 active. Potency, µM (titrated, usually from 76.4 µM), inactives show at the top dose activity change, negative = inhibition, actives largely listed as inhibitors;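 further: 0% = full enzyme reaction and -100% = no-enzyme basal signal; the screen sought inhibitors and activators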
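qHTS, 1536-well; enzyme 4 nM final; cpd up to 77 uM; substrate bovine liver glycogen 30 ug; 50 mM citrate/phosphate pH 5.0, 0.01% Tween-20; 37 C, 40 min; Amplex Red detection 45 min RT; Hill fit → AC50.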
aGlu spleen mod: qHTS Assay for Inhibitors and Activators of Human alpha-Glucosidase From Spleen Homogenate; AID 2112, 2009; Lysosomal alpha-glucosidase (Homo sapiens), P10253; human spleen homogenate, 4-MU-alpha-glucoside fluorescence; 0.006% of 240,000 active; Potency, µM (top dose mostly 79.9 µM), for inactives: at the top dose activity change, negative = inhibition, most hits filed as inhibitors;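 further: 0% = enzyme with vehicle and -100% = no enzyme basal signal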
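Human spleen homogenate (1 ug) incubated with compounds and 1 mM 4-methylumbelliferyl-alpha-D-glucopyranoside in pH 5.0 citrate/phosphate buffer, 37 C, 40 min. Stopped at pH 10; 4-MU fluorescence (Ex 365/Em 440 nm); AC50 by Hill fit.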
Numbers without * were called inactive; ? = inconclusive; . = no result given; & = joins results of further samples; [ ] = another dose, or the depositor's remark. Unless noted, the call rests on the fitted dose curve; in most records, active means well fitted curve in the direction sought with a large enough effect; inconclusive means small, poorly fitted or top-dose-only effect, or another doubt; inactive means no such curve, though single readings can be large; an effect the other way counts as inactive or inconclusive. Potency means the concentration at half of the fitted maximal effect. A portion of the library (hit frequency here may not be typical).

| item | molecule | RGS12 GoLoco inh | HTT ATP protect | HTT aggregate | IMPase Li cell | GAA inh | GAA glycogen | aGlu spleen mod |
| --- | --- | --- | --- | --- | --- | --- | --- | --- |
| 1 | O=C(Nc1cccc(S(=O)(=O)N2CCCCC2)c1)c1ccc(S(=O)(=O)C(F)F)cc1 | -30% | . | -13% | 17% | -18% | -8% | -4% |
| 2 | COc1ccc(CCNC(=O)C2CCN(S(=O)(=O)c3cc(OC)ccc3OC)CC2)cc1 | 8% | -12%[0.074 µM] | 9% | 15%[38.3 µM] | -5% | 3% | -5% |
| 3 | COc1ccc(-n2ncc3c(N4CCCCC4)ncnc32)cc1 | 5% | -85%[inhibitor][10 µM] | ? | 18% | -4% | -7% | -2% |
| 4 | CCCC(CCC)C(=O)Nc1ccc2c(c1)N(C(=O)CN1CCN(C)CC1)c1ccccc1CC2 | 10% | 5%[10 µM] | -6%[9.22 µM] | 28% | 5% | -1% | 1% |
| 5 | CCCCC[n+]1ccn(C2=C([O-])c3ccccc3C(=O)/C2=N\S(=O)(=O)c2ccc(Br)cc2)c1 | 40%[activator] | -9%[10 µM] | 2%[9.22 µM] | . | . | 11% | 6% |
| 6 | COc1cccc(OC)c1OCCNC(C)(C)C | 2% | 14% | 10% | -2%[38.3 µM] | ? | -2% | 9% |
| 7 | Cc1cs/c(=N\N=C\c2cccc([N+](=O)[O-])c2)n1Cc1ccco1 | -1% | 36%[10 µM] | 0% | 12% | 4% | 15% | 3% |
| 8 | CCOc1c(Br)ccc2c1sc1nc[nH]c(=O)c12 | . | 11%[10 µM] | 11µM* | . | -1% | 0% | -2% |
| 9 | CCN(CC)C(=O)CSc1nnc2nnc3cc(OC)ccc3n12 | -1% | 10%[10 µM] | -1%[9.22 µM] | . | . | 4% | -11% |
| 10 | O=C(CCl)Nc1ccc2c(c1)OCO2 | -1% | -220%[inhibitor] | ? | 3% | 2% | 1% | -3% |
| 11 | CC(C)(C)NS(=O)(=O)c1ccc(NC(=O)C2CCCCC2)cc1 | 11% | -30% | -3%[9.22 µM] | -6% | 10% | 15% | -3% |
| 12 | COc1ccccc1OC(C)C(=O)NNC(=S)NC1CCCC1 (centres undefined) | 0% | 6% | 12% | 12% | 2% | -8% | -5% |
| 13 | Nc1nc(Cl)cc(N2CCOCC2)n1 | -3% | 10% | 6% | -7%[38.3 µM] | 3% | 8% | 1% |
| 14 | CCCCCC(=O)NNC(=O)c1ccc(-c2ccccc2)cc1 | 11% | -1%[10 µM] | 9% | -1% | 5% | -1% | -9% |
| 15 | N#C/C(=C/c1ccco1)c1nc2ccccc2s1 | -19% | . | -1% | 0% | 3% | -4% | -1% |
| 16 | Cc1cc(F)ccc1S(=O)(=O)Nc1ccccc1C(=O)Nc1ncn[nH]1 | -9% | -17% | -5% | -7%[38.3 µM] | -6% | -4% | -9% |
| 17 | Cc1cc(C)n2nc(S(=O)(=O)Nc3c(Cl)cccc3Cl)nc2n1 | -3% | . | 7% | -8% | -6% | 2% | -8% |
| 18 | COC(=O)c1ccc(COC(=O)CNC(=O)CNC(=O)c2ccc(C)cc2)cc1 | 0% | -21% | 5% | 1% | -21% | 17% | 4% |
| 19 | C#CCN1C(=O)C(O)(CC(=O)c2ccc3c(c2)OCCO3)c2ccccc21 (centres undefined) | 1% | -4% | -1% | 1%[38.3 µM] | ? | -13% | -2% |
| 20 | Cc1[nH]n(-c2ccc(Cl)cc2)c(=O)c1N=Nc1cccnc1 | 13% | -15%[10 µM] | 9%[9.22 µM] | . | . | 5% | -7% |
| 21 | CC1=NCCN1CCNC(=O)Nc1ccc(C(C)(C)C)cc1 | -5% | 1%[10 µM] | 13%[9.22 µM] | . | -1% | 0% | 2% |
| 22 | CCCCCCCCCCCCCC(=O)N[C@@H](C)[C@H](O)c1ccccc1 | -1%&-2% | -4%&-11% | . | -5%&28% | . | . | 0%&13% |
| 23 | CCn1c(CNC(=O)c2ccco2)nnc1SCC(=O)Nc1cc(C(F)(F)F)ccc1Cl | 2% | 30%[10 µM] | 19% | 1% | 8% | 4% | -3% |
| 24 | CC(=O)Nc1cccc(NC(=O)Nc2ccc(C)c(Cl)c2)c1 | -15% | -53%[inhibitor] | -3% | 7% | -23% | 11% | -1% |
| 25 | Cc1c(N(C(=O)Cc2cccs2)C2(C(=O)NC3CCCC3)CCCCC2)c(=O)n(-c2ccccc2)n1C | 5% | 12%[10 µM] | -5% | -1% | 0% | -2% | 11% |
| 26 | Cn1c(=O)cc(OCC(=O)N2CCN(c3ccccc3F)CC2)c2ccccc21 | 0% | -35%[inhibitor] | 19% | -8% | -1% | 7% | . |
| 27 | CC(=O)c1ccc(N2CCN(C(=O)/C=C/c3ccc(S(=O)(=O)NCc4ccco4)cc3)CC2)cc1 | 2% | 13% | ? | 31%[activator] | 4% | -1% | 10% |
| 28 | Cc1cc(NC(=O)CCC(=O)N(c2ccccc2)C(C(=O)NC2CCCC2)c2ccccc2)no1 (centres undefined) | -1% | 0%[10 µM] | 1% | 3% | -2% | 4% | -5% |
| 29 | Cc1ccc(N2C(=O)C3CCC(C)(C2=O)C3(C)C)cc1C (centres undefined) | -1% | 11%[10 µM] | 9%[9.22 µM] | -5% | 3% | 8% | -2% |
| 30 | COCCN(C(=S)Nc1ccccc1OC)C(C)c1cccs1 (centres undefined) | 6% | 16%[10 µM] | 9% | 3% | -4% | 7% | -6% |
| 31 | Cc1ccc(Cl)cc1N1CCN(C(=O)C2CCN(S(=O)(=O)c3c(C)nn(C)c3C)CC2)CC1 | -3% | -26% | ? | 3%[38.3 µM] | -6% | -1% | -2% |
| 32 | CCOC(=O)Cc1cc(OC)c(OC)cc1Cc1cc(OC)c(OC)cc1CC(=O)OCC | -7% | 9% | 5% | -8%[38.3 µM] | -10% | 4% | 1% |
| 33 | CCCCCOC(=O)Nc1nnc(CCCCC)s1 | 3% | -2% | -7% | 12%[38.3 µM] | 1% | -1% | -10% |
| 34 | Cn1c(=O)c(CCc2ccccc2)nc2cnc(Oc3ccccc3)nc21 | 8% | -3% | . | 3% | . | . | 5% |
| 35 | C=CCn1c(N)cc(=O)nc1SCC(=O)N(c1ccccc1)c1ccccc1 | 3% | -17% | 6% | 3% | 0% | 7% | 3% |
| 36 | CCOc1ccc(-n2nc3c(=O)[nH]nc(C)c3c2C)cc1 | 5% | 30%[10 µM] | -2% | -2% | 5% | -6% | -11% |
| 37 | O=C(O)C1CCCN1C(=O)Nc1ccc(Cl)cc1 (centres undefined) | 4% | . | 17% | 5% | -2% | 10% | -2% |
| 38 | Cc1ccccc1COCCN1CCN(S(=O)(=O)c2ccccc2)CCC1=O | -5% | 3%[10 µM] | 17%[9.22 µM] | . | . | -6% | 8% |
| 39 | CC(C)C[C@H](NC(=O)Nc1ccccc1F)C(=O)O | 6% | 24% | -10%[1.84 µM] | 5%[38.3 µM] | -2% | 4% | 0% |
| 40 | CCOC(=O)c1nnn(-c2nonc2N)c1-c1cccs1 | -2% | 15% | 2% | -4%[38.3 µM] | 1% | 1% | 0% |
| 41 | Cc1cccc(N(C)S(=O)(=O)c2ccc3c(c2)CCC(=O)N3)c1 | 11% | -35% | 14% | -21%[38.3 µM] | 0% | 1% | -8% |
| 42 | CC(C)c1ccc(C(=O)NC(=S)Nc2ccc3[nH]c(=O)[nH]c3c2)cc1 | 8% | 25%[10 µM] | 11%[9.22 µM] | . | . | -3% | -18% |
| 43 | Cc1cc(C)n(-c2ccc(C(=O)Nc3ccc(C)c(S(=O)(=O)N(C)C)c3)cc2)n1 | -17% | -1%[10 µM] | -9% | 13% | 0% | 2% | -7% |
| 44 | Cc1ccc(S(=O)(=O)CCC(=O)Nc2ccc(F)cc2)cc1 | 2% | -3% | 6%[9.22 µM] | 7% | ? | 16% | 13% |
| 45 | COCCOc1ccc(C(F)(F)F)cc1NC(=O)c1ccccc1 | 1% | 19%[10 µM] | ? | -2% | -2% | 2% | 2% |
| 46 | COc1ccc(C2=NCC(CSc3nnc(-c4ccc5c(c4)OCO5)o3)S2)cc1 (centres undefined) | -11% | -13%[10 µM] | ? | 16%[38.3 µM] | -14% | -4% | -3% |
| 47 | CCOC(=O)N1CCC(NC(=O)c2cn(-c3ccc(OC)cc3)c(=O)c3ccccc23)CC1 | 1% | 16%[10 µM] | -5% | 20%[38.3 µM] | -8% | 3% | -2% |
| 48 | CCS(=O)(=O)c1ccc2oc(Nc3ccc(C(C)C)cc3)nc2c1 | -14% | 6%[10 µM] | 11% | 14%[38.3 µM] | -1% | 1% | -9% |
| 49 | COC(=O)c1cccnc1-n1c(=O)c2cccnc2n(CC(=O)Nc2ccc(Br)cc2)c1=O | 17% | 36%[10 µM] | -9% | 2% | ? | 1% | -19% |
